Screening data deposited in PubChem BioAssay by several laboratories.
P. falciparum M17LAP: P. falciparum M17LAP inhibitors, primary screen, biochemical, fluorogenic H-Leu-NHMec substrate, 1536-well (AID 1619); recombinant M17LAP, H-Leu-NHMec fluorogenic kinetic assay; higher % means a stronger effect; inhibition, % at 30 µM, or IC50 in µM where a hit was titrated; 0.38% of 220,000 active;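 active means compound inhibiting the enzyme by more than half at any dose during confirmatory dose-response retesting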;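 further: plate controls were full reaction with DMSO carrier for no effect and no enzyme background for full effect; strong numbers were not always called active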
WT yeast gro inh: growth inhibition of WT yeast, mitochondrial fusion screen; 2.1% of 190,000 active; inhibition, % at 10 µM; mitochondrial fusion phenotypic screen, WT strain; in the data active means inhibition above about 58%; tested in S. cerevisiae
Yfh1-depleted yeast: enhancers of respiration in Yfh1-depleted yeast, dose response, Friedreich's ataxia, plus single-dose screen (AID 1465) | S. cerevisiae Yfh1-off respiration, WST-1 reduction, 72 h; higher fold induction means a stronger effect | fold induction at 50 µM; hits with a dose series show EC50 in µM | 0.074% of 220,000 active;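 active means fold induction of absorbance versus untreated yeast above a set limit, then at least 30% activation at any dose in follow-up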;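 further: activators that raise dye reduction in frataxin-depleted yeast; strong numbers were not always called active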
b-catenin transl: beta-catenin nuclear translocation modulation; HeLa beta-catenin nuclear translocation, immunofluorescence imaging; nuclear translocation activity, % at 5 µM; 0.3% of 190,000 active; AID 1665;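 active means nuclear translocation activity above 50% at 5 µM, with a well cell count of 50 or more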;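 further: per-cell ratio of nuclear to cytoplasmic median beta-catenin stain intensity; plate controls were DMSO negative control for no effect and GSK-3 inhibitor IX positive control for full effect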
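Test system: human HeLa cell line; Doses: 5 µM primary, 0.02–20 µM confirmation; Incubation: 24 h compound exposure, 37°C; Detection: beta-catenin immunofluorescence imaging with DAPI; Read-out: beta-catenin nuclear/cytoplasmic ratio, % activation.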
Autophagy HCS: modulators of autophagy | MEF GFP-LC3 puncta imaging; test concentration mostly 10 µM | calls only at 10 µM (by protocol) | 0.98% of 190,000 active;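 active means percentage of spot-positive cells more than 3 SD above its plate mean, without a fluorescence outlier flag or 80% toxicity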;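 further: spot-positive cell cutoff set from DMSO-treated cells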
Dynein cargo inh: dynein cargo transport inhibition; z-score, hits read low; AID 1381; 3617.4 mouse cells, GR-EGFP nuclear translocation imaging; test concentration mostly 20 µM; stimulated with dexamethasone, 1 µM; active compounds read low; 0.47% of 220,000 active;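 active means plate z-score of nuclear minus cytoplasmic receptor signal below a set negative limit, without overly bright fluorescence or cell loss, cut at about -3.5 in these data, passing the limit was not always enough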;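 further: z-score of nuclear minus cytoplasmic ring GR-EGFP intensity difference per well; some compounds called inactive have numbers as strong as hits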
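Buffer or medium – tet-free medium with charcoal-stripped serum · Signal – automated 10x imaging of fixed Hoechst-stained cells · Also added – dexamethasone agonist, 1.0 µM final, for 30 min · Incubation – induction 48 h, compound 1 h, agonist 30 min · Read-out – GR-EGFP nuclear translocation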
P. falciparum M1AAP: malaria alanyl aminopeptidase activity blockers – biochemical, fluorogenic H-Leu-NHMec substrate, 1536-well (AID 1445). recombinant M1AAP, H-Leu-NHMec fluorogenic kinetic assay; higher % means a stronger effect. one-dose inhibition, % at 30 µM; IC50 in µM for titrated hits. 0.42% of 220,000 active;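 active means primary inhibition above the hit cutoff, then over 50% inhibition at one or more dose response concentrations, cut at about 23% in these data, passing the limit was not always enough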;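 further: plate controls were DMSO full reaction for no effect and no enzyme background for full effect; strong numbers were not always called active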
T cell HTS: modulates CD8 T cell binding to vesicles | 2C CD8+ T cell-vesicle binding, flow cytometry; active compounds read low | calls only at 7 µM | 0.068% of 330,000 active;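 active means response, share of CD8 T cells binding vesicles, and their 90th percentile fluorescence all below set limits, cut at about 80% in these data, passing the limit was not always enough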
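Assay system – 2C mouse CD8+ T cells · Also added – QL9-loaded Drosophila micro-vesicles · Timing – Cell–vesicle co-incubation 1.5 h at 37 °C, staining 20 min on ice · Signal – flow cytometry of vesicle-bound cells · Measure – percent CD8+ FL2 mean versus row control · Controls – Peptide-free naked vesicles (low) and QL9 vesicles with 0.7% DMSO vehicle (high)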
MT stabilizer: microtubule stabilizers in HeLa cells; 0.83% of 200,000 active; % tubulin-high responders, % at 10 µM; HeLa tubulin immunostaining HCS, 24 h; share of cells brighter than vehicle mean+2SD;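 active means plate Z-score above 3 for both tubulin-high and condensed-nucleus cell shares, with cell loss under 80%, at 10 µM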;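 further: anti alpha tubulin signal scored within the nucleus-defined area of each cell; some results filed as inactive read as strong as hits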
WT yeast gro inh mutant strain: also measured in WT yeast gro inh; calls as there; inhibition, %; mitochondrial fusion phenotypic screen, mutant strain inhibition
Dynein cargo inh cytoplasmic EGFP: further read-out of Dynein cargo inh, marked with its call; z-score; measured here: cytoplasmic GR-EGFP intensity; active compounds read high
Dynein cargo inh nuclear GR-EGFP: second read-out of Dynein cargo inh, no call of its own (marks repeat the call); z-score; measured here: nuclear GR-EGFP intensity;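 lower value marks the stronger effect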
Dynein cargo inh cell count: also measured in Dynein cargo inh; calls as there; z-score; measured here: cell count per field
b-catenin transl cell count 5 µM: also measured in b-catenin transl; calls as there; cell count; measured here: cell count, cytotoxicity flag
T cell HTS vesicle-bound %: recorded beside T cell HTS, whose call it bears; double positive events, %; measured here: CD8+ vesicle-bound cell fraction;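 binding gate set so that unloaded-vesicle control wells show 10% double positive cells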
MT stabilizer Hoechst-high %: second read-out of MT stabilizer, no call of its own (marks repeat the call); % Hoechst-high responders; measured here: nuclear condensation Hoechst responders;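 share of cells brighter than vehicle mean plus two SD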
MT stabilizer cytotoxicity %: also measured in MT stabilizer; calls as there; toxicity, %; measured here: cytotoxicity by cell density;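 0% = mean cell density of plate MIN control wells and 100% = no cells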
Autophagy HCS cell loss 18 h: further read-out of Autophagy HCS, marked with its call; toxicity, %; measured here: cell loss, nuclei count;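 cell loss after 18 h compound exposure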
An asterisk follows results filed as active; i = inactive; . = not tested or not shown.

SMILES	P. falciparum M17LAP	WT yeast gro inh	WT yeast gro inh mutant strain	Yfh1-depleted yeast	b-catenin transl	b-catenin transl cell count 5 µM	Autophagy HCS	Autophagy HCS cell loss 18 h	Dynein cargo inh	Dynein cargo inh cytoplasmic EGFP	Dynein cargo inh nuclear GR-EGFP	Dynein cargo inh cell count	P. falciparum M1AAP	T cell HTS	T cell HTS vesicle-bound %	MT stabilizer	MT stabilizer Hoechst-high %	MT stabilizer cytotoxicity %
Cc1ccc(NC(=O)CCSc2ccccc2)c(C)c1	14.2%	27.4	-23.4	i	0.8	1423	i	7.7	1.76	0.0239	0.846	-2.04	10.0%	i	48.4	2.2	1.8	8.2
CCCCCCCCCCn1cc(C(C)=O)c(=O)[nH]c1=O	-4.2%	-19.2	5.4	i	.	.	i	3.4	-0.081	-0.238	-0.722	1.73	-4.7%	i	31.1	3.3	2.2	9.7
CCCCOc1ccc(/C=C/C(=O)NC2=Nc3ccccc3NC(C)=C2C(=O)OCC)cc1OC	0.4%	8.6	-3.9	i	-3.7	1067	i	2.1	-1.27	-0.33	-0.664	0.664	2.7%	i	57.1	6.0	2.9	7.2
O=C1CCCC(=O)N1c1ccc(N2CCOCC2)c([N+](=O)[O-])c1	-10.8%	6.2	-0.8	i	-0.8	1203	i	14.7	0.86	-0.258	0.552	0.197	-0.9%	i	24.6	1.4	1.7	4.9
CC(C)[C@H](NC(=O)NCc1cccs1)C(=O)O	28.9%	-10.5	-7.6	i	1.7	1160	i	-4.6	1.08	-0.0827	0.996	-0.177	4.1%	i	22.4	3.5	3.4	5.1
Cc1ccc(N(CC(=O)NCc2ccc(F)cc2)C(=O)c2csnn2)cc1C	-4.0%	-2.5	-20.9	i	-0.7	1029	i	5.6	0.537	-0.0359	0.0511	-0.0243	3.2%	i	27.1	3.5	1.2	8.6
COC(=O)c1cc(OC)c(OC)cc1NC(=O)c1cccc(OC)c1OC	-3.5%	-0.1	-4.2	i	0.5	1610	i	2.4	-0.266	-0.356	0.306	0.323	-1.3%	i	38.6	0.8	1.1	0.8
COC(=O)c1sc(NC(=O)CC(C)C)c(C(=O)OC)c1C	-0.9%	20.2	27.9	i	.	.	i	-8.8	-0.204	-0.0302	0.102	0.134	8.5%	i	44.1	2.0	1.4	3.6
CS(=O)(=O)N(CC(=O)NCc1ccncc1)c1ccc(Cl)c(Cl)c1	4.5%	32.2	-28.0	i	.	.	i	1.1	0.917	-0.24	-0.496	-0.476	14.4%	i	45.6	1.5	1.6	2.0
CCC(=O)OCC(=O)Nc1ccc2c(c1)OCO2	-5.0%	-9.8	-2.9	i	3.6	1019	i	11.0	1.93	-0.236	0.43	-1.56	1.0%	i	43.0	3.5	2.0	14.9
COc1ccccc1NC(=O)C(C)NS(=O)(=O)c1ccc(F)cc1 (stereo unspecified)	15.3%	-8.4	5.1	i	.	.	i	-4.4	0.000566	-0.254	0.0845	0.684	-5.8%	i	42.3	3.5	1.8	8.2
Clc1ccc(-n2nnc(-c3cccnc3Cl)n2)cc1Cl	1.4%	4.4	7.0	i	-0.6	1178	i	27.3	-0.0875	-0.299	0.232	-0.252	0.4%	i	45.3	2.7	1.1	1.8
CCCCNc1c([N+](=O)[O-])ncn1C	-4.3%	.	.	i	0.5	1341	.	.	0.391	-0.11	0.367	-2.34	0.4%	i	2.8	.	.	.
O=c1c2ccccc2nc2c3ccccc3c3nncn3n12	4.6%	14.2	22.4	i	-3.7	995	i	16.5	0.249	-0.358	0.283	-0.17	5.9%	.	.	5.2	2.8	19.7
CCOc1ccc(C(=O)N2CCN(Cc3ccccc3)CC2)cc1	-5.0%	15.4	24.8	i	2.5	735	i	-5.4	0.999	-0.257	0.377	-0.776	6.9%	i	6.6	3.3	2.6	4.6
Cc1ccc(S(=O)(=O)Nc2ccc(N(C)S(=O)(=O)c3ccc(C)cc3)cc2)cc1	4.6%	.	.	i	-1.9	1215	.	.	-0.58	-0.252	-0.484	0.999	0.3%	i	52.0	.	.	.
O=C1C2CC=CCC2C(=O)N1c1ccc(NCCc2cccc(F)c2)c([N+](=O)[O-])c1 (stereo unspecified)	6.9%	2.2	-5.9	i	-0.5	471	i	7.6	1.54	-0.213	0.286	-1.06	4.8%	i	36.6	3.2	2.0	4.1
Cc1cc(Cl)c(OCCCN(C)C)c(Br)c1	10.9%	25.1	5.7	i	.	.	i	-1.5	0.643	-0.18	0.424	0.296	-5.5%	i	32.4	2.9	1.7	7.5
O=S(=O)(NCc1ccccn1)c1cc(OCC(F)(F)F)ccc1OCC(F)(F)F	-1.2%	.	.	i	-0.2	1289	.	.	-0.565	-0.179	-0.206	0.524	6.6%	i	44.7	.	.	.
O=C(N/N=C/C=C\c1ccco1)c1cccs1	9.3%	13.9	9.1	i	-0.5	1101	i	-14.7	-0.277	0.00289	0.0982	-1.33	18.3%	i	39.0	4.0	3.0	6.3
Nn1c(SCC(=O)NCCCc2ccccc2)nnc1-c1cccnc1	-7.5%	.	.	i	-0.8	1123	.	.	-0.849	0.381	-0.366	1.01	-1.3%	i	59.1	.	.	.
Clc1ccc(-n2nnnc2-c2ccccc2)cc1Cl	-4.9%	11.9	21.4	i	-2.8	1009	i	6.8	0.122	-0.176	0.507	0.395	-5.3%	i	8.6	1.8	2.3	1.4
COc1ccc(/C=N/NC(=O)Nc2ccc3nsnc3c2)c(OC)c1	-2.0%	-2.2	9.4	i	-0.2	1532	i	-5.7	-0.408	-0.356	-0.379	0.367	-1.5%	i	59.8	1.3	0.7	1.9
C/C(=N\OCC(=O)NC(C)C)c1cccs1	1.7%	-9.5	-4.0	i	-1.7	1128	i	0.4	0.679	-0.254	0.146	-0.801	4.4%	i	41.1	2.5	1.3	8.0
Cc1cc(C)c(NC(=S)N(CCCN2CCN(C)CC2)Cc2cccs2)c(C)c1	1.0%	7.6	6.2	i	0.9	1100	i	24.1	-0.425	-0.23	-0.219	-0.117	5.7%	i	5.7	1.0	0.6	4.5

(list continues)
SMILES	P. falciparum M17LAP	WT yeast gro inh	WT yeast gro inh mutant strain	Yfh1-depleted yeast	b-catenin transl	b-catenin transl cell count 5 µM	Autophagy HCS	Autophagy HCS cell loss 18 h	Dynein cargo inh	Dynein cargo inh cytoplasmic EGFP	Dynein cargo inh nuclear GR-EGFP	Dynein cargo inh cell count	P. falciparum M1AAP	T cell HTS	T cell HTS vesicle-bound %	MT stabilizer	MT stabilizer Hoechst-high %	MT stabilizer cytotoxicity %
CN1c2ccccc2C(=O)NC1c1ccc([N+](=O)[O-])s1 (stereo unspecified)	2.2%	.	.	i	-0.4	1321	.	.	-0.118	-0.202	-0.232	0.156	1.0%	i	25.4	.	.	.
CCCOc1ccccc1C1NC(=O)NC(C)=C1C(=O)OCCOCC (stereo unspecified)	12.0%	5.2	1.7	i	-5.0	963	i	9.0	-0.143	-0.175	-0.0105	0.0109	-1.5%	i	19.1	1.7	1.6	8.9
COc1cc(CNc2nnnn2C)ccc1OCc1ccc(F)cc1Cl	1.6%	11.5	5.8	i	0.4	1513	i	3.2	-0.264	-0.301	-0.225	0.317	-3.6%	i	14.2	1.3	1.8	5.5
CSc1nsc(SCC(=O)N2CCCCC2)n1	10.1%	-12.9	-39.5	i	-1.4	1168	i	-0.4	-1.38	-0.348	-0.679	4.77	4.0%	i	62.4	6.4	1.6	4.7
COc1ccccc1-n1c(CNC(=O)c2cccc([N+](=O)[O-])c2C)n[nH]c1=S	3.2%	-14.6	19.4	i	.	.	i	8.5	-1.01	-0.306	-0.359	0.201	22.9%	i	63.8	3.8	2.6	1.9
CCNC(=S)Nc1ccc2ncoc2c1	-0.5%	-5.7	-6.5	i	0.2	1484	i	-7.3	0.464	0.0636	0.722	-0.499	0.0%	i	64.6	3.9	1.7	5.0
CCC(C)NCCCOc1cc(Cl)ccc1Cl (stereo unspecified)	17.2%	6.2	16.0	i	-0.9	1186	i	-2.5	1.17	-0.264	1.28	0.417	-4.6%	i	34.7	2.0	1.5	9.3
COc1ccc(C)cc1S(=O)(=O)n1ccnc1C	8.5%	18.1	4.2	i	0.5	1095	i	6.7	1.43	0.0183	0.717	-2.26	-9.8%	i	37.8	1.4	0.8	0.3
O=C(Cc1c(F)cccc1Cl)c1ccc(O)cc1O	-1.9%	17.0	3.5	i	-1.8	890	i	17.5	-0.353	-0.258	-0.302	0.222	4.8%	i	37.2	5.1	1.8	0.4
N/C(=N\OC(=O)Cc1ccc(Cl)cc1)c1ccncc1	7.8%	-15.9	-12.3	i	-4.8	1146	i	-9.1	0.205	-0.0781	0.408	-0.97	0.6%	i	4.8	1.5	2.0	11.3
COc1cccc(CNc2cccc3cccnc23)c1O	-2.7%	-27.6	-3.0	i	0.2	965	i	-5.4	0.17	-0.263	-0.0457	0.123	12.9%	i	4.7	4.2	2.3	0.8
Cc1ccc2nsnc2c1S(=O)(=O)N1CCOCC1	10.6%	3.9	8.7	i	.	.	i	-12.2	0.506	0.00926	0.507	1.24	9.1%	i	12.1	3.5	2.2	5.0
COc1ccc(CCNC(=S)Nc2ccccc2C)cc1	3.1%	1.1	-2.1	i	-1.1	1477	i	0.5	-0.452	-0.215	-0.897	0.0516	0.9%	i	41.2	2.8	1.7	3.3
